# Shiga toxin inh = A qHTS for Small Molecule Inhibitors of Shiga Toxin | Vero cells, Shiga toxin protein synthesis inhibition reporter | inhibition, % at 38.7 µM | 290,000 compounds, 9.2% hits | AID 2315, 2010; in the data active = inhibition mostly above about 28%, no sharp cut-off; inactive = mostly below about 43%; note: 0% is about no effect
# Cycloheximide cs = Cycloheximide Counterscreen for Small Molecule Inhibitors of Shiga Toxin. AID 2314, 2010. max response, %. 300,000 compounds, 12% hits. cell reporter, cycloheximide protein synthesis inhibition counterscreen; in the data active = max response mostly above about 13%, no sharp cut-off; inactive = mostly below about 14%; note: read at 38.3 µM for the half of the compounds with a filed dose; 0% is about no effect
# FBPA Giardia inh = qHTS Assay for Inhibitors of Fructose-1,6-bisphosphate Aldolase from Giardia Lamblia. A8B2U2. purified Giardia FBPA. Potency, µM (highest dose often 59.6 µM), without a hit: at the highest dose activity, negative = inhibition, most hits filed as inhibitors. 290,000 compounds, 0.71% hits. AID 2451, 2010; note: potency is the fitted concentration of half-maximal effect; % is set by controls: 0 for no effect and ±100 for the full control effect; nearly all actives have a fitted effect of over 55% in size
# Target sequence (A8B2U2 whole entry, looked up): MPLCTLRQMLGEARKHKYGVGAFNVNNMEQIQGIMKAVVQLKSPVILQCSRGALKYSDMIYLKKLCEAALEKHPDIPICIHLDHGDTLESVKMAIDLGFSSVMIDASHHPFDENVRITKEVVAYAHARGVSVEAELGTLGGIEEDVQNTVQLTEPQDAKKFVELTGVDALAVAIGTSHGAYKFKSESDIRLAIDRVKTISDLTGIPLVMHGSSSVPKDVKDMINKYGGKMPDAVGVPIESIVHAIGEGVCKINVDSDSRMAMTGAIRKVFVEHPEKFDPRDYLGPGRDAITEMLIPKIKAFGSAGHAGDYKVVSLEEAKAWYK
#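 40 nM FBPA preincubated 10 min at RT with compound (up to 57.5 uM final), then substrate plus GAPDH/TPI/NAD/arsenate coupling and diaphorase/resazurin added. Fluorescence read after 20 min at RT, 525/598 nm.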
# AMA1 RON2 block = qHTS for Inhibitors of AMA1-RON; Towards Development of Antimalarial Drug Lead: Primary Screen; AlphaScreen AMA1-biotinylated RON2 peptide binding; Potency, µM (top dose mostly 58.2 µM), for the others: top-dose activity change, negative = inhibition, hits mostly inhibitors; 360,000 compounds, 0.2% hits; AID 720542, 2013;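 note: potency is the fitted concentration of half-maximal effect; 0% = vehicle wells and -100% = peptide control; nearly all actives have a fitted effect of over 45% in size; some results filed as inactive show a strong effect at the top dose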
#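 AMA1 (3D7) with his tag at 25 nM final met compounds first, then biotinylated RON2 peptide at 25 nM; detection used donor plus acceptor beads, 10 µg/mL apiece, read by AlphaScreen after 30 min at room temperature.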
# AmpC detergent = qHTS Inhibitors of AmpC Beta-Lactamase (assay with detergent) | P00811 | AmpC hydrolysis of nitrocefin, absorbance 480 nm, 0.01% Triton | Potency, µM (highest dose often 114 µM), without a hit: at the highest dose activity change, negative = inhibition, actives largely listed as inhibitors | 370,000 compounds, 0.041% hits;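 note: potency is the fitted concentration of half-maximal effect; 0% = no-compound wells and -100% = no-enzyme wells; nearly all actives have a fitted effect of over 25% in size; some results filed as inactive show a strong effect at the top dose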
# Target sequence (P00811 whole entry, looked up): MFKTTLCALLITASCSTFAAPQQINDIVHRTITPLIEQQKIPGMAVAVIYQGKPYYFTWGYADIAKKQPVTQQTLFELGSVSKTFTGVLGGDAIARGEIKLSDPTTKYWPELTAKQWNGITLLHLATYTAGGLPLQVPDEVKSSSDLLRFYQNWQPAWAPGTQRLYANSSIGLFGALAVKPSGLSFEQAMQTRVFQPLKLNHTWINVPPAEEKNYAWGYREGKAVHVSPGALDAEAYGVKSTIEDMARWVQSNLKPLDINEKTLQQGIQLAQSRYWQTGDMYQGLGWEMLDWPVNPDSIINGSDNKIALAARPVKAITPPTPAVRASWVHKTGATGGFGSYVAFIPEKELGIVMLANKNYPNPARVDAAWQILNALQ
#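 AmpC (5.3 nM in the dispensed reagent) in 20 mM phosphate pH 7.0 with 0.01% (detergent screen) or 0.0001% Triton X-100 was preincubated with compounds for 15 min at room temperature. Nitrocefin was then added from an 800 uM solution, and hydrolysis was followed at 480 nm.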
# HCMV inh = qHTS Assay for inhibitors of the human cytomegalovirus (HCMV); activity change, negative = inhibition, % at 57.5 µM; 410,000 compounds, 4.5% hits; HFF cells, HCMV-luciferase reporter, 72 h; hits give low values; in the data active = activity change below about -60%; inconclusive = no clear call, values can overlap the other calls; inactive = above about -39%; note: % is set by controls: 0 for no effect and ±100 for the full control effect
#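 Compounds were evaluated in HFFs infected with an HCMV luciferase reporter virus (MOI 1 PFU/cell). Luciferase in lysates collected 72 h post infection served as the replication measure.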
# AmpC no deterg = qHTS Inhibitors of AmpC Beta-Lactamase (assay without detergent). P00811. AmpC nitrocefin hydrolysis, absorbance 480 nm, 0.0001% Triton. Potency, µM (series often up to 57.1 µM), for the others: at the highest dose activity change, negative = inhibition, most hits filed as inhibitors. 330,000 compounds, 0.52% hits. AID 485341, 2010;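 note: potency is the fitted concentration of half-maximal effect; plate controls were no compound for no effect and no enzyme for full effect; nearly all actives have a fitted effect of over 20% in size; some results filed as inactive show a strong effect at the top dose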
#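 20 mM phosphate pH 7.0 + 0.01% (detergent screen) or 0.0001% Triton X-100; 5.3 nM AmpC reagent; cpd preinc 15 min RT; nitrocefin (800 uM stock) to start; A480 q20 s × 4 min; Activity was normalised to no-enzyme and no-compound control wells.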
# * hit, by the source's call; ? = inconclusive; . = no result given; & = joins results of further samples; [ ] = remark or other dose. Unless noted, calls come from the whole dose curve; as a rule, active = well fitted curve in the direction sought with a large enough effect; inconclusive = small, poorly fitted or top-dose-only effect, or another doubt; inactive = no such curve, though single readings can be large; an effect the other way counts as inactive or inconclusive.
SMILES,Shiga toxin inh,Cycloheximide cs,FBPA Giardia inh,AMA1 RON2 block,AmpC detergent,HCMV inh,AmpC no deterg
NC1=C(c2ccccc2)C(=O)NC1=O,19.6,0.6,13.6%,10.6%,0.7%,79.7,-9.3%
COc1ccc(S(=O)(=O)NCCc2nnc3ccc(SCC(=O)Nc4nc(C)cs4)nn23)cc1,-8.9,-4.9,2.8%,13.1%,3.7%,2.5,-50.1%
NC(=S)N/N=C/c1coc2c(ccc3ccccc32)c1=O,32.7,23.9*,1.5%,18.4%,-1.0%,93.8,-30.9%
O=C(Nc1ccon1)c1sc2cc(F)ccc2c1Cl,75.4*,33.4*,12.3%,0.0%,?,27.1,-13.2%
O=c1ccc(-c2ccc(S(=O)(=O)N3CCN(c4cccc(Cl)c4)CC3)o2)n[nH]1,-5.4,-9.9,.,0.0%,-6.4%,-2.2,-1.2%
CN(/C=C/C(=O)C(F)(F)F)Cc1ccccc1,-5.3,-2.6,2.0%,1.4%,-4.4%,-29.9,-1.7%
O=C(NCCN1CCOCC1)c1cccc(S(=O)(=O)NCc2ccccc2)c1,.,.,.,97.6%[activator],-10.5%,-7.2,-17.2%
COC(=O)N(NC(=O)C(O)(c1ccccc1)c1ccccc1)c1ccc(C)cc1,-9.4,-3.4,0.1%,13.5%,-20.7%,-15.1,-16.4%
O=C(Cc1c[nH]c2ccccc12)NC1(C(=O)NC2CCCC2)CCCCC1,0.6,9.8,4.9%,3.4%,-11.5%,90.1,-29.2%
Cc1noc(C)c1-c1ccc2ncnc(NC(C)c3ccccc3)c2c1 (stereo not given),-16.8,0.8,0.6%,.,.,.,.
COc1ccc(NS(=O)(=O)c2ccc3oc(SCC(N)=O)nc3c2)cc1,-13.2,-2.2,5.0%,4.9%,-1.7%,16.5,-12.1%
COc1ccccc1-c1ccc(=O)n(CC(=O)NCc2cccs2)n1,40.5*,25.7,0.3%,-8.2%,-7.3%,62.2,-5.1%
O=C(CSc1nnc(-c2ccccn2)n1Cc1ccccc1)Nc1ccc2c(c1)OCO2,-11.2,-0.4,5.9%,-10.7%,-2.2%,-2.6,-23.0%
Cc1ccc(C(OCC(O)CN2CCCCC2)c2ccccc2)cc1 (stereo not given),-5.1,-2.8,3.0%,1.9%,-10.5%,-12.4,24.6%
O=C(Nc1ccccc1C(=O)N1CCN(c2ccccc2)CC1)c1ccco1,-17.7,1.3,6.5%,1.9%,-0.8%,20.5,-10.9%
Cc1c(OC(C)C(=O)NCCCN2CCOCC2)ccc2c1oc(=O)c1ccccc12 (stereo not given),-7.8,-2.7,1.5%,-8.8%,-10.5%,-18.6,144.5%[activator]
Cc1cc2nc(-c3ccc(SCc4ccccn4)nc3)[nH]c2cc1C,98.1*,33.8*,-21.3%,6.4%,1.6%,10.1,-24.7%
CCn1cc([N+](=O)[O-])c(C(=O)N2CCN(C(=O)c3ccco3)CC2)n1,7.3,-2.1,0.7%,36.6%[activator],-10.6%,-20.3,-7.8%
Cc1ccc(C(=O)N2CC=C(c3ccccc3)CC2)o1,.,.,.,-19.6%,-9.2%,-36.9,-1.6%
CNC(=S)N(CCc1c(C)[nH]c2ccc(C)cc12)Cc1cccs1,-7.8,-5.4,-6.6%,-18.4%,3.7%,26.6,-1.8%
O=C1CC(C(=O)Nc2cc(Cl)ccc2Cl)n2ncnc2N1 (stereo not given),20.1,11.1,-12.4%,18.4%,-1.3%,-30.4,-23.4%
Cn1c(O)c(C(=O)c2ccccc2Cl)c(=O)n(C)c1=O,-1.5,1.5,10.1%,-1.1%,-11.0%,30.9,1.4%
COC(=O)c1cccc([N+](=O)[O-])c1CN1CCCC(C(N)=O)C1 (stereo not given),-9.2,-2.4,0.5%,-6.4%,?,57.4,-16.3%
CC1CC(C)CN(c2nc3c(c(=O)n(C)c(=O)n3C)n2C)C1 (stereo not given),-8.6,-5.0,-1.3%,-2.0%,-2.3%,3.3,-16.9%
CCCCC(C(=O)NC(C)(C)C)N(Cc1ccccc1)C(=O)c1snc(C(N)=O)c1N (stereo not given),-1.9,-0.8,3.8%,-4.5%,-15.8%,-31.1,12.9%
O=S(=O)(c1ccccc1)N1CCN(Cc2cccc(Cl)c2)CC1,-10.1,-4.5,?,-19.4%,?,30.9,-21.4%
COc1cc(SC)ccc1C(=O)OCC(=O)NCCNC(=O)COC(=O)c1ccc(SC)cc1OC,-11.9,-2.9,.,3.2%,-5.0%,.,-14.3%
O=C(CN(c1ccc2c(c1)OCCO2)S(=O)(=O)c1ccccc1)Nc1ccc2c(c1)OCO2,10.9,11.4,-17.6%,-36.5%,-0.3%,-86.6*,-38.1%
Cc1c(C(c2cccc(Br)c2)c2c(C)n(C)n(-c3ccccc3)c2=O)c(=O)n(-c2ccccc2)n1C,-4.4,-2.5,?,-6.9%,-3.3%,-17.5,70.7%[activator]
O=C(NNC(=O)c1ccc([N+](=O)[O-])cc1Cl)c1ccncc1,-4.5,-1.0,0.2%,50.7%[activator],-7.5%,-31.6,-22.1%
CC(C)C[C@H](NC(=O)c1nc[nH]c1C(=O)N[C@@H](CCCCNC(=O)OC(C)(C)C)C(=O)OC(C)(C)C)C(=O)OCc1ccccc1,7.1,7.6,-11.2%,111.8%[activator],0.8%,-8.6,-1.2%
CCn1c(SCC(=O)Nc2ccc3c(c2)OCO3)nc2c1c(=O)n(C)c(=O)n2C,-2.8,11.7,2.5%,-0.3%,?,-1.9,-15.6%
O=C(c1ccco1)N1CCCC(c2nc3c(nnn3Cc3c(Cl)cccc3Cl)c(=O)[nH]2)C1 (stereo not given),25.9,-7.6,4.7%,-15.1%,-7.7%,-8.9,-14.8%
O=C(NN1C(=O)C2C3c4ccccc4C(c4ccccc43)C2C1=O)c1ccccc1 (stereo not given),0.4,2.7,-1.8%,-12.9%,-2.8%,-16.6,-15.4%
CC(=O)Nc1ccc(NC(=O)COC(=O)C2c3ccccc3Oc3ccccc32)cc1,-17.2,-1.7,-1.5%,0.5%,-2.4%,-18.6,-4.9%[2.29 µM]
Cc1ccc(CNC(=O)C2CCCN(C(=O)Nc3ccc(F)cc3)C2)cc1 (stereo not given),7.7,-7.5,5.4%,5.0%,-7.7%,-3.9,0.2%
COc1ccc(N(C(=O)C(C)C)S(=O)(=O)c2ccc(Cl)cc2)cc1,4.1,-1.3,0.5%,11.5%,?,-18.0,-14.0%
CCOC(=O)c1ccc(N2C(=O)[C@@H](c3ccccc3)[C@H]2c2ccccc2)cc1,.,.,.,-5.4%,5.6%,0.2,-7.5%
CCOC(=O)c1nc(C)nc(Sc2n[nH]c(-c3cc(C(F)(F)F)cc(C(F)(F)F)c3)n2)c1C,-10.7,-0.9,4.9%,-12.0%,4.7%,31.0,108.3%[activator]
O=C(Nc1c2c(nn1-c1ccccc1)CSC2)c1ccc(N2C(=O)CCC2=O)cc1,-2.5,-4.1,0.5%,5.8%,-12.0%,?,3.7%
CCSc1nnc(N2C(=O)c3ccc(C(=O)c4ccc(C(=O)O)cc4)cc3C2=O)s1,-7.4,1.6,-5.9%,-2.8%,4.6%,?,-3.0%
CCc1sc(C(=O)N2CCCN(C)CC2)cc1Br,-33.3,1.3,.,-3.9%,4.4%,6.4,-7.7%
O=c1cc(N2CCN(c3ccccc3F)CC2)[nH]c(=O)n1-c1ccc(Br)cc1,4.6,0.7,-2.6%,-4.0%,-18.8%,4.0,-15.3%
CC(=O)N(C)c1ccc(N=C2C(=O)Nc3ccccc32)cc1,-4.8,-4.1,4.6%,-1.4%,-0.8%,.,-13.5%
C=CCNC(=O)c1ccccc1NC(=O)C1CCN(S(=O)(=O)c2ccc(SC)cc2)CC1,2.6,-1.1,4.5%,-9.5%,-7.7%,-15.9,-18.0%
CCCN(CC(=O)Nc1ccccc1OC)C(=O)CCNC(=O)c1ccccc1OC,.,.,.,114.5%[activator],?,14.0,-3.1%
Cc1ccc(SCC(=O)N2N=CCC2c2ccccc2)cc1 (stereo not given),67.3,23.8*,3.8%,4.3%,1.8%,-14.6,-6.2%[2.29 µM]
CC1=C(C(=O)Nc2ccc(C)cc2C)C(c2ccc(Cl)cc2)n2nc(C(=O)OC(C)C)nc2N1 (stereo not given),-6.6,0.7,-1.0%,1.6%,9.0%&1.2%,1.3&15.2,-4.7%
CNC(=S)N1CCN(c2nc(-c3cccc(OC)c3)cs2)CC1,1.1,9.9*,-3.3%,-17.4%,-7.4%,3.1,31.2%
COc1ccccc1OCC(O)Cn1c(=N)n(Cc2ccccc2)c2ccccc21 (stereo not given),-14.0,-7.3,-8.0%,-15.7%,-13.8%,-24.7,20.5%
Cc1[nH]nc2c1C(c1cccnc1)N(c1ccc(Br)cc1)C2=O (stereo not given),12.9,0.4,-0.9%,2.0%,0.4%,12.6,-12.8%
Nc1nc(SCc2ccccc2)[nH]c(=O)c1-c1ccccc1,120.5*,67.1*,-7.8%,-8.1%,4.2%,141.8,-22.5%
CC1=NN(C(N)=S)C(=O)C1N=Nc1ccc(Br)cc1 (stereo not given),52.7,38.6*,?,38.0%[activator],-1.7%,86.0,-22.3%
CC(NC(=O)Cc1ccc(-c2ccccc2)cc1)c1ccccc1 (stereo not given),18.6,-2.4,2.1%,-4.9%,?,-28.3,-28.0%
Cn1cc(/C=C2\SC(=S)N(NC(=O)c3ccccc3Cl)C2=O)c2ccccc21,-8.3,-2.2,?,-3.5%,-9.3%,-6.7,-28.2%
O=C([C@@H]1CCCN1C(=O)c1cccs1)N1CCN(S(=O)(=O)c2cccc(F)c2)CC1,.,.,.,0.4%,-13.5%,-1.6,-5.6%
COc1ccccc1/C=C/C=N/n1c(-c2ccco2)n[nH]c1=S,-8.9,2.3,2.3%,49.8%[activator],4.1%,2.4,-50.9%

# In the list so far, these have a tert-butyl group:
SMILES,Shiga toxin inh,Cycloheximide cs,FBPA Giardia inh,AMA1 RON2 block,AmpC detergent,HCMV inh,AmpC no deterg
CCCCC(C(=O)NC(C)(C)C)N(Cc1ccccc1)C(=O)c1snc(C(N)=O)c1N (stereo not given),-1.9,-0.8,3.8%,-4.5%,-15.8%,-31.1,12.9%
CC(C)C[C@H](NC(=O)c1nc[nH]c1C(=O)N[C@@H](CCCCNC(=O)OC(C)(C)C)C(=O)OC(C)(C)C)C(=O)OCc1ccccc1,7.1,7.6,-11.2%,111.8%[activator],0.8%,-8.6,-1.2%

# Another view of part of the listing above.
compound	Shiga toxin inh	Cycloheximide cs	FBPA Giardia inh	AMA1 RON2 block	AmpC detergent	HCMV inh	AmpC no deterg
O=C(Nc1ccccc1C(=O)N1CCN(c2ccccc2)CC1)c1ccco1	-17.7	1.3	6.5%	1.9%	-0.8%	20.5	-10.9%
Cc1c(OC(C)C(=O)NCCCN2CCOCC2)ccc2c1oc(=O)c1ccccc12 (stereo not given)	-7.8	-2.7	1.5%	-8.8%	-10.5%	-18.6	144.5%[activator]

# Screening data as filed in PubChem BioAssay.

# Rows are unselected. Share with any hit: about 16%.
